Bioassay records deposited in PubChem BioAssay by National Center for Advancing Translational Sciences (NCATS).
MBNL1-CUG inh: blocks human MBNL1 binding to CUG repeat RNA | Q9NR56 | Potency, µM (doses to about 57.5 µM), for inactives: at the highest dose activity change, negative = inhibition, most hits filed as inhibitors | 280,000 tested, 0.036% active | TR-FRET MBNL1-His/biotin-(CUG)12 binding, 665/545 ratio | AID 2675; active means well fitted inhibition curve with a large enough effect in the signal ratio, with a control signal flat, not every such curve was filed as active; inconclusive means small, poorly fitted or top-dose-only effect, or effect the other way, or a change in a side signal; inactive means no such curve, though single readings can be large or run the other way; the % refers to the signal ratio; further: potency means the concentration at half of the fitted maximal effect; on the % scale 0 is the no-effect control and ±100 the full control effect
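His-tagged MBNL1 binding to biotinylated (CUG)12 RNA was measured by TR-FRET using terbium anti-His antibody (0.055 ng/ul final) and streptavidin-XL665 (5 nM final). Compounds were titrated 92 nM to 58 uM; 60 min at room temperature.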
TSG101-PTAP inh: blocks PTAP/TSG101 interaction to inhibit HIV-1 budding. Q99816. Fluorescence polarization, FITC-PTAP peptide / Tsg101 binding. Potency, µM (top dose mostly 115 µM), for inactives: top-dose activity change, negative = inhibition, usual class: inhibitors. 340,000 tested, under 10 active; active means well fitted inhibition curve with a large enough effect in the main read-out, with a control signal flat, not every such curve was filed as active; inconclusive means small, poorly fitted or top-dose-only effect, or effect the other way, or a change in a side signal; inactive means no such curve, though single readings can be large or run the other way; further: potency means the concentration at half of the fitted maximal effect; % of control where 0% means no effect
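FP read-out: FITC-PTAP peptide, 50 nM final, binding Tsg101 binding domain, 10 uM final; 20 min, r.t.; 10 mM HEPES pH 7.5, 0.15 M NaCl, 0.01% Tween 20, 3 mM EDTA, 0.1 mM TCEP.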
Menin-MLL TR inh: menin-MLL binding inhibition, Texas Red mutant peptide | AID 1768 | Menin + Texas Red MLL mutant peptide, fluorescence polarization | 270,000 tested, 0.23% active | Potency, µM (doses to about 61.6 µM), for inactives: at the highest dose FP activity change, negative = inhibition, hits mostly inhibitors; active means well fitted inhibition curve with a large enough effect in the polarisation, with a control signal flat, not every such curve was filed as active; inconclusive means small, poorly fitted or top-dose-only effect, or effect the other way, or a change in a side signal; inactive means no such curve, though single readings can be large or run the other way; the % refers to the polarisation; further: potency means the concentration at half of the fitted maximal effect; % of control where 0% means no effect; many of its hits are not listed in these tables
TSHR antagonist: human thyrotropin receptor antagonism. activity change, negative = inhibition, % at 11.5 µM. P16473. 330,000 tested, 0.2% active. TSHR-expressing cells, TSH-stimulated cAMP HTRF, 2 h; hits give low values;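 active means activity change below a set negative limit, meaning inhibition stronger than a set level, cut at about -70% in these data; inconclusive means activity change between two set negative limits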; further: on the % scale 0 is the no-effect control and ±100 the full control effect
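TSHR-expressing cells, 200/well, pre-treated with compound, then stimulated with EC80 TSH (4nM final) for 2 hours at 37 deg C. cAMP measured by competitive HTRF: anti-cAMP cryptate antibody in lysis buffer plus cAMP-d2, read after 30 minutes at room temperature.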
a7 integrin act: activators of alpha7 integrin expression for muscular dystrophy | alpha7betagal myoblasts, beta-gal FDG fluorescence, 48 h | 350,000 tested, 0.064% active | Potency, µM (doses to about 38.3 µM), inactives show at the highest dose activation, usual class: activators | AID 624291;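 further: potency means the concentration at half of the fitted maximal effect; 100% = response of the positive control SU9516; nearly all actives have a fitted effect of over 60% in size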
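alpha7betagal+/- myoblasts (passage 13, 250/well) treated 48 h at 37C with compounds at 1:260 dilution of DMSO stock. Lysed, then beta-galactosidase activity read as FDG fluorescence (ex 480/em 540) after 30 min, with pre-read for autofluorescence.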
Mito fusion yeast: mitochondrial division inhibition or fusion activation. S. cerevisiae fusion-defective mutant growth rescue, CellTiterGlo 48 h. Potency, µM (titrated, usually from 46.1 µM), for inactives: at the highest dose growth rescue (activation), usual class: activators. 320,000 tested, 0.23% active. AID 485298;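 further: potency means the concentration at half of the fitted maximal effect; % of control where 0% means no effect; nearly all actives have a fitted effect of over 45% in size; temperature-sensitive fusion mutants such as fzo1-1 at 37 °C on non-fermentable ethanol glycerol medium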
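Temperature-sensitive fusion-defective S. cerevisiae (e.g. fzo1-1, mgm1-5) were grown with compound in YPEG medium (3% ethanol, 3% glycerol) for 48 hours at 37C. Growth rescue was measured as viability by CellTiterGlo luminescence after 10 minutes at ambient.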
AT treatment: candidate therapy for ataxia-telangiectasia | […] A-T fibroblasts, KAP-1 phosphorylation AlphaLISA; neocarzinostatin DNA damage 30 min before lysis | Potency, µM (doses to about 57.5 µM), inactives show at the top dose activation, hits mostly activators | 320,000 tested, 0.19% active | AID 485349; further: potency means the concentration at half of the fitted maximal effect; % of control where 0% means no effect; nearly all actives have a fitted effect of over 45% in size
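hTERT-immortalized A-T patient fibroblasts ([…]), 500 cells/well in OPTI-MEM, 1% FBS, got compounds for 60 min, then NCS for 30 min at 37C. Lysates were then assayed for phospho-KAP-1 by AlphaLISA (anti-pKAP1 donor, anti-KAP1 acceptor beads), 6 hr at 25C.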
TCR act: activators of T cell receptors. primary human leukocytes, anti-CD3, IL-2 HTRF, 48 h. 330,000 tested, under 10 active. Potency, µM (highest dose often 9.22 µM), for the others: at the highest dose activation of IL-2 secretion, actives largely listed as activators; further: % of control where 0% means no effect
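Compounds are tested in HTS on primary human leukocytes co-incubated with a-CD3 beads for 48 hr. IL-2 output is measured by time-resolved FRET.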
CXXC DNA block: inhibitors of human MLL CXXC domain-DNA interaction. 290,000 tested, 0.037% active. MLL-CXXC / FITC-HOXA9 DNA fluorescence polarization. Potency, µM (top dose mostly 115 µM), for inactives: at the top dose activity change, negative = inhibition, usual class: inhibitors; active means well fitted inhibition curve with a large enough effect in the polarisation, with a control signal flat, not every such curve was filed as active; inconclusive means small, poorly fitted or top-dose-only effect, or effect the other way, or a change in a side signal; inactive means no such curve, though single readings can be large or run the other way; the % refers to the polarisation; further: potency means the concentration at half of the fitted maximal effect
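Steps: dispense CXXC domain solution (7 uM) → pin compounds or unlabeled HOX-A9 DNA control → 5 min ambient → add FLSN-HOX-A9 solution (50 nM) → spin → 30 min ambient → fluorescence polarization. Tris pH 7.5/NaCl/DTT/BSA buffer.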
S-ASM inh: human S-ASM enzyme inhibition; P17405; placental ASM, HMU-PC fluorogenic substrate, 60 min; Potency, µM (doses to about 57.5 µM), for the others: at the highest dose activity change, negative = inhibition, actives largely listed as inhibitors; 340,000 tested, 0.006% active; AID 504937; further: potency means the concentration at half of the fitted maximal effect
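Fluorescence read-out (Ex 386 nm, Em 447 nm) after stopping the reaction at pH 10. Enzyme: ASM from human placenta; substrate HMU-PC0, 9 uM final; 60 min, 37 °C. Compound preincubation 10 min, ambient temperature.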
An asterisk follows results filed as active; i = inactive; ? = inconclusive; · = no result given; [ ] = remark or other dose. Unless noted, the call rests on the fitted dose curve; in most records, active means well fitted curve in the direction sought with a large enough effect; inconclusive means small, poorly fitted or top-dose-only effect, or another doubt; inactive means no such curve, though single readings can be large; an effect the other way counts as inactive or inconclusive. A portion of the library, so the mix of outcomes need not match the whole.

SMILES | MBNL1-CUG inh | TSG101-PTAP inh | Menin-MLL TR inh | TSHR antagonist | a7 integrin act | Mito fusion yeast | AT treatment | TCR act | CXXC DNA block | S-ASM inh
CC(C)COC(=O)c1ccccc1C(=O)OCC(C)C | -2% | -2% | · | 5 | 7% | -3% | 32% | -4% | -2% | -5%
COc1ccc2c(c1)[C@@]13CCC=C[C@H]1[C@@H](C2)NCC3 | · | -4% | · | 3 | · | -4% | 3% | 6% | · | 0%
CCN1C(=O)C(=Cc2cc(C)n(C3CC3)c2C)C(=O)N(CC)C1=S | -9% | ? | ? | 2 | -7% | 0% | -1% | 2%[46.1 µM] | ? | -2%
Cc1cc(OCCN2CC2)c2ccccc2n1 | -12% | · | -27% | -2 | · | 19% | -10% | · | -5% | ·
Cc1cc(C)c(C(=O)N2CCC3(CC2)OCCO3)c(C)c1 | 4% | 1% | 0% | 4 | 13% | 2% | 3% | · | -3% | 3%
O=C(NCc1cccnc1)Nc1ccccc1Cl | -1% | -8% | · | 5 | 18% | 3% | 4% | -30% | 23% | -1%
O=C(Cc1ccccc1)OC(COCc1ccccc1)CN1CCOCC1 (centres undefined) | 5% | -1% | -28% | 1 | -21% | -1% | -4% | 1% | 6% | 0%
CCCCn1c(=O)c(C(=O)NCc2ccco2)c(O)c2ccccc21 | 31%[activator] | -3% | 19% | 15 | -20% | ? | 2% | -1% | 0% | -7%
O=C(c1cc(F)ccc1F)C1CCCN(Cc2ccc3nonc3c2)C1 (centres undefined) | 7% | -2% | -8% | -3 | -30% | 15% | 2% | -11% | -1% | -1%
COc1cccc(-n2c(O)c(C=Nc3c(C)n(C)n(-c4ccccc4)c3=O)c(=O)[nH]c2=O)c1 | 59%[activator] | 1% | -1% | 7 | 7% | -2% | 9% | 4% | -3% | 9%
COc1ccc(-c2n(-c3ccccn3)c3ccccc3[n+]2-c2ccccn2)cc1 | -6% | -7% | · | 7 | 14% | 4% | 41% | -3% | -9% | 4%
NC(=Nc1ccccc1)NN=Cc1c[nH]c2ccccc12 | · | -5% | · | · | -56%[inhibitor] | · | · | -5% | · | -4%
CCN(CC)C(=O)c1ccc(NC(=O)CN2CCc3cc(OC)c(OC)cc3C2)cc1 | -4% | 0% | -14% | 1 | ? | 0% | -14% | 4% | 8% | 8%
O=C(CN1CC(c2ccccc2)CC1=O)Nc1ccc(F)cc1 (centres undefined) | -5% | -1% | 2% | 2 | 13% | -2% | 1% | 5%[46.1 µM] | 2% | 7%
CC(=O)N1CC(=O)Nc2ccc(C)cc2C1c1ccccc1 (centres undefined) | -1% | -3% | -15% | 6 | 0% | 0% | -11% | 8% | -6% | 2%
COc1ccc(OCCOc2cccc(C=C3C(=O)NC(=O)NC3=O)c2)cc1 | -3% | · | 49%[activator] | -9 | · | 1% | -10% | · | ? | ·
COC(=O)C(O)(c1ccc2c(c1)CCCN2)C(F)(F)F (centres undefined) | 17% | 0% | 0% | -1 | 13% | 5% | 6% | -6% | 9% | 2%
C=CCNC(=O)c1c(N)n(CCN2CCOCC2)c2nc3ccccc3nc12 | ? | -5% | -3% | -5 | -10% | 0% | 25% | 5% | 4% | i
CN1CCN(C(=O)COc2ccc(S(=O)(=O)N(C)Cc3ccccc3)cc2)CC1 | -2% | -1% | -11% | 0 | 10% | -1% | -5% | -5% | -8% | -1%
COC(=O)C1=C(c2ccc(F)cc2OCc2ccccc2)C[C@@H]2CC[C@H]1N2C(=O)N1CCC(O)CC1 | · | -1% | · | 1 | -14% | 10% | 13% | -4% | · | 3%
CCOC(=O)c1c(C)n(C(C)C)c2ccc(OC)cc12 | -1% | -2% | · | 11 | -14% | 1% | ? | -8% | -6% | -4%
Cc1cccc(-n2c(C)nc3ccc(Cl)cc3c2=O)c1 | 7% | -1% | -7% | -7 | -7% | 11% | 8% | 7% | -2% | -3%
O=C1/C(=C\c2ccc([N+](=O)[O-])cc2)N2CCC1CC2 | 24% | 1% | 0% | 25 | 13% | 13% | -4% | -1%[46.1 µM] | 1% | -5%
COC(=O)CC1(CC(=O)OC)C(=O)NC(=O)NC1=O | 2% | -2% | 5% | -5 | -13%[7.66 µM] | -1% | -2% | 1% | -2% | 4%
Cc1cc(C(=O)CS(=O)(=O)c2ccccc2)cc(C)c1OC(=O)N(C)C | -6% | -1% | -14% | 3 | -8% | -3% | -1% | · | -5% | 0%
COCCNC(=O)c1c(NC(=O)c2ccc(Br)o2)n(Cc2ccccc2)c2nc3ccccc3nc12 | 11%[11.5 µM] | ? | -8% | 0 | -22% | 7.1µM* | 11% | 1%[46.1 µM] | ? | 180%[activator]
Cc1csc(-c2cccnc2)n1 | 32%[activator][11.5 µM] | -5% | 17% | 12 | 9% | -29% | -6% | 5%[46.1 µM] | -6% | 7%
CCOC(=O)c1c(C=O)c2ccccc2n1Cc1ccccc1F | 0% | -1% | ? | -7 | ? | 4% | 18% | 1% | 58%[activator] | -2%
N#CC1(c2ccccc2)CCN(C2CC(=O)N(c3ccc(F)cc3)C2=O)CC1 (centres undefined) | -5% | -3% | 11% | 11 | -25% | -8% | -3% | 2% | 4% | -6%
C=CCn1c(O)c(C=NCCN2CCNCC2)c(=O)[nH]c1=O | 2% | -3% | 7% | -3 | 15% | -3% | · | · | -2% | 6%
O=C1N(c2ccccc2)C(c2cccnc2)N2CCCN12 (centres undefined) | -16% | -3% | -3% | 4 | 9% | -2% | 3% | · | 14% | -3%
CN(C)CC#CCn1c2ccccc2c2ccccc21 | -18% | -5% | · | 6 | -19% | -2% | -35% | 0% | -2% | -5%
CCC12CN3CCN(CC(C3)C1O)C2 (centres undefined) | -10% | 0% | -19% | -1 | 18% | 1% | 3% | 1%[46.1 µM] | -4% | 1%
CC(c1ccccc1)(c1ccccc1)c1ccncc1 | -4% | 1% | -15% | 0 | -14% | 3% | 7% | -5% | -1% | 3%
CCC1(C(=O)c2ccc(C)cc2)C2c3ccccc3OC(=O)C21C(=O)O (centres undefined) | 0% | -5% | · | 11 | -6% | -2% | 5% | 10% | -1% | 11%
N=C1/C(=C/c2ccc(OC(=O)c3ccco3)cc2)C(=O)N=C2SC=CN12 | 13% | 1% | ? | -14 | -2% | -2% | -1% | -8% | ? | 1%
N#Cc1cn(Cc2ccccc2)c(=O)[nH]c1=O | -7% | -1% | 1% | 10 | ? | -7% | -3% | 3% | -2% | -2%
COc1ccc(-c2nc3ccc(C(=O)N4CCC5(CC4)OCCO5)cc3nc2-c2ccc(OC)cc2)cc1 | ? | -6% | · | 13 | -1% | 25% | 9% | 7% | -6% | i
CCC1=Nc2cc(C(=O)N3CCC4(CC3)OCCO4)ccc2Sc2ccc(Br)cc21 | -1% | -3% | -26% | 19 | -9% | 18µM* | -2% | 1% | -6% | -4%
Cc1ccc(OCC(=O)N2CCCC(N3CCN(c4ccc(F)cc4)CC3)C2)cc1 (centres undefined) | -2% | -1% | -16% | 1 | 25% | -1% | -1% | -8% | -2% | 4%
O=C1CC(c2cccnc2)=NN1c1ccccc1 | · | -1% | ? | -7 | 15% | 5% | -1% | 6% | 3% | 4%
Cc1ccc(-n2c(O)c(C=NC3CCCCC3N)c(=O)[nH]c2=O)cc1C (centres undefined) | 2% | -8% | -14% | 3 | -21% | 4% | 2% | 1% | -2% | -1%
CNC(=O)c1cccn(Cc2cc(C(F)(F)F)cc(C(F)(F)F)c2)c1=O | 12% | -2% | 1% | -13 | -21% | 4% | 1% | -7% | -4% | -2%
CN1CCc2nc(SCc3ccccc3Br)c(C#N)cc2C1 | ? | -4% | 13% | -5 | 1% | -1% | 3% | -8% | ? | 44%[activator]
CCCCN1C(=O)NC(=O)C2(Cc3c(nc4c(C)cccn4c3=O)N3CCc4ccccc4C32)C1=O (centres undefined) | ? | -11% | -18% | -10 | 15% | ? | -9% | -7% | 3% | ?
Cc1cc(/C=C2/C(=O)NC(=O)N(Cc3ccco3)C2=O)c(C)n1-c1ccccc1 | 5% | 1% | -1% | 4 | ? | 0% | -13% | 9%[46.1 µM] | 1% | -20%
